Bioassay records: PubChem BioAssay, Broad Institute
DENV2 CPE rescue = inhibitors of DENV2 cytopathic effect; CPE inhibition, % at 9.99 µM; AID 651640; 1.7% of 350,000 active; DENV2-infected cells, cytopathic effect rescue, plate reader; in the data active = CPE inhibition above about 20%, passing the limit was not always enough; inconclusive = no clear call, values can overlap the other calls; tested in BHK-21 cells;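 note: 0% = median of neutral control wells and 100% = median of positive control wells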
XiGFP reactiv = activators of X-chromosome reactivation in mouse fibroblasts; XiGFP mouse fibroblasts, % GFP-positive cells imaging, 3 d; cells co-treated with 5-aza-dC sensitizer; scaled so ellipticine positive control = 100%; activation, % at 7.58 µM; 0.055% of 360,000 active;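 active = mean normalized replicate activation at least 10% and every replicate at or above 10%; inconclusive = only one of the two criteria met; inactive = mean below 10% and not all replicates reach 10%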;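 note: 0% = median of on-plate neutral control wells and 100% = ellipticine 6 µM median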
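System: XiGFP fibroblasts, SV40-immortalized. Medium: DMEM plus 5-aza-dC sensitizer. Doses: single point. Timing: 3 d treatment, 15 min room-temperature fixation. Control set: ellipticine 6 µM.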
E-selectin induc = E-selectin induction on HUVECs | 0.37% of 260,000 active | P16581 | activation, % at 7.58 µM | HUVEC E-selectin immunofluorescence imaging; normalized: neutral wells 0, TNF-alpha wells 100 | AID 686992;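 active = mean E-selectin-positive cell signal at least 10% of the positive control, reached in at least 60% of replicates, without over 20% cell loss; inconclusive = no rule given, readout overlaps actives, possibly toxicity-flagged; inactive = the rest, including those meeting only one limit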;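 note: in these data hits start at about 27%; measured in HUVEC primary endothelial cells; signal is the percent of cells scored E-selectin positive by PE staining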
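Read-out: % PE-positive cells | Test system: HUVEC | Doses: One compound dose added by pin transfer | Buffer or medium: EGM-2 over gelatin coat | Signal: Immunofluorescence imaging | Benchmarks: TNF-alpha, DMSO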
Casp6 inh = inhibitors of human caspase-6; P55212; purified caspase-6, Z-VEID-R110 cleavage fluorescence; inhibition, % at 12.5 µM; 0.53% of 350,000 active; AID 686996;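 active = mean inhibition across replicates at least about 35%, with every replicate also reaching that limit, limit read from the data; inconclusive = only one of the two criteria met; inactive = neither criterion met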;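 note: 0% = median of neutral control wells and 100% = no fluorescence left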
Target sequence (P55212 24-179 limits assumed): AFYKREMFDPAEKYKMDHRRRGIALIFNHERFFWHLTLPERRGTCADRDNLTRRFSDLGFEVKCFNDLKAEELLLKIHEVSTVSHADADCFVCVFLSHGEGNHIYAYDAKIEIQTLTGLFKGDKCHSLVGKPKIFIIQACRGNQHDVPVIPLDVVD
Target sequence (P55212 194-293 limits assumed): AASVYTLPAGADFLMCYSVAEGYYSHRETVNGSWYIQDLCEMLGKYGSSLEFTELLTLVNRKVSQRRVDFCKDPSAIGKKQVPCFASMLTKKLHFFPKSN
GSIS activator = primary screen for activators of insulin secretion dependent on glucose, INS-1E cells, GLuc reporter luminescence; INS-1E GLuc reporter insulin secretion, 2-3 h; activation, % at 16.6 µM; 0.61% of 370,000 active; AID 743287;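 active = lowest replicate activation of at least 40%, so every replicate reaches that level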;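 note: 0% = median of neutral control wells and 100% = median of IBMX positive control wells; some compounds called inactive have numbers as strong as hits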
RAD52 anneal inh = inhibitors of human RAD52 DNA annealing; P43351; recombinant RAD52 DNA annealing, FRET fluorescence; inhibition, % at 18.7 µM; 0.46% of 360,000 active; AID 651710;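 active = every replicate showing at least 50% inhibition; inconclusive = mean inhibition at least 50% but not in every replicate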
Target sequence (P43351 whole entry, looked up): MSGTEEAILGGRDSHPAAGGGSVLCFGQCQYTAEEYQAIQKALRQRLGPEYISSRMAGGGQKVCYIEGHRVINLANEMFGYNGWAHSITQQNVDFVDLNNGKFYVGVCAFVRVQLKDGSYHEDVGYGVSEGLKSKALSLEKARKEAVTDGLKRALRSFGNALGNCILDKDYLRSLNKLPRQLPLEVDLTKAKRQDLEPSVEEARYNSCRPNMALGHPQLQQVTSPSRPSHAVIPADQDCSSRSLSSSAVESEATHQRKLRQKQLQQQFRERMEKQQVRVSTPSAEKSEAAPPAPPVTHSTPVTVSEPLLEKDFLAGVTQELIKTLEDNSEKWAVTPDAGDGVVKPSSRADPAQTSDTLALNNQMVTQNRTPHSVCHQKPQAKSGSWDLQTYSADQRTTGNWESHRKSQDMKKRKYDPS
F508del corr = correctors of CFTR F508del function in bronchial epithelial cells; activity (quench increase), % at 7.58 µM; 0.36% of 350,000 active; AID 720511; CFBE cells, YFP halide quenching; stimulated with forskolin plus potentiator P3; % fluorescence drop versus neutral controls;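 active = mean added fluorescence quench of at least 8% versus neutral control, with both replicates also reaching 8%; inconclusive = only one of the mean or replicate conditions met; inactive = mean below 8% and not both replicates reaching 8%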;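 note: cells transiently co-express mutant CFTR-F508del with the halide-sensitive YFP; corrector assay measuring rescue of mutant channel to the surface after 24 h compound exposure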
RAD54 branch = blocks human RAD54 Holliday junction branch migration. Q92698. FAM/BHQ fluorescence. inhibition, % at 10.4 µM. 0.14% of 360,000 active;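 active = mean normalized replicate activity at least 40 and at least half of replicates scoring 40 or more; inconclusive = only one of the two criteria met; inactive = mean below 40 and under half of replicates reaching 40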;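 note: 0% = median of neutral control wells and 100% = median of positive control wells; inhibitors cause a drop in the FAM fluorescence signal; in these data hits start at about 50%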
An asterisk follows results filed as active; ? = inconclusive; . = no result given; & = joins results of further samples.

Under each structure: DENV2 CPE rescue | XiGFP reactiv | E-selectin induc | Casp6 inh | GSIS activator | RAD52 anneal inh | F508del corr | RAD54 branch
C[C@@H]1CN([C@@H](C)CO)C(=O)c2cc(-c3ccc(F)cc3)cnc2O[C@H]1CN(C)C(=O)CN(C)C
    ? | -0.4 | 2.0 | 5.1 | 18.8 | -1.7 | 2.6 | 1.9
CSc1nc(N)nc(N(C)C)n1
    -0.7 | -0.1 | . | -0.9 | 2.1 | -6.1 | -1.9 | -3.9
Cc1c(CCC(=O)N2CCC(C(=O)O)CC2)c(=O)oc2cc3oc4c(c3cc12)CCCC4
    15.9 | . | . | -0.6 | 4.2 | -2.3 | 0.5 | -5.3
CC(CCC(=O)O)C1CCC2C3CCC4CC(O)CCC4(C)C3CC(O)C12C (centres undefined)
    7.3 | 0.3 | 0.2 | 3.3 | . | -8.7 | 1.6 | 5.3
COC(=O)NCCOC(=O)N(O)c1ccc(Br)cc1
    . | . | . | 0.1 | -15.2 | -9.7 | -1.6 | -4.5
O=S(=O)(c1ccc(F)cc1F)N1CCN(CCO)CC1
    ? | 0.2 | -0.1 | -4.4 | 4.9 | 1.1 | -1.7 | .
COc1ccccc1N1CCN(c2cc(=O)n(-c3ccc(Cl)cc3)c(=O)[nH]2)CC1
    -8.5 | 0.0 | 1.9 | -0.3 | -6.8 | -11.2 | 0.7 | 0.9
C[C@@H]1CN([C@H](C)CO)C(=O)Cc2cc(NS(=O)(=O)c3cn(C)cn3)ccc2O[C@H]1CN(C)CC1CC1
    ? | -0.5 | -0.1 | . | 4.2 | 6.4 | -1.4 | -5.6
CO[C@@H]1CN(C)C(=O)c2ccc(NC(=O)Cc3ccccc3)cc2OC[C@@H](C)N(CCc2ccccc2)C[C@H]1C
    15.4 | 0.6&0.1 | 0.1 | 0.6 | -36.1&-25.5 | 17.8 | -1.3 | -13.4
CC(C)NCc1cccc([N+](=O)[O-])c1
    -1.8 | 0.0 | . | -0.7 | 4.0 | -0.2 | -0.7 | .
C/C=C/c1cnc2c(c1)C(=O)N([C@@H](C)CO)C[C@@H](C)[C@H](CN(C)C(=O)NCCC)O2
    -1.8 | -0.1 | -0.2 | 2.3 | 2.1 | 5.0 | -1.3 | 2.9
COc1ccc(OCC(=O)Nc2ccc(OC)c(S(=O)(=O)N3CCCCC3)c2)cc1
    -6.9 | 0.6 | 2.8 | 0.6 | -26.1 | 7.6 | 1.0 | .
CN(C)S(=O)(=O)c1ccc(NC(=O)CSc2n[nH]c(=O)n2C2CC2)cc1
    -4.8 | -0.1 | . | -0.3 | -3.7 | -5.3 | -1.5 | -7.0
O=C(NC[C@H]1N[C@H](CO)[C@H]1c1ccc(-c2ccccc2F)cc1)c1ccccn1
    -9.4 | 0.0 | 0.5 | -3.2 | 4.1 | -43.9 | -0.9 | -8.4
COC(=O)C1=C[C@@H](C(=O)OC)[C@@H]2C3=C(C(=O)C2(C)C)[C@H](C)n2c(=O)n(-c4ccccc4)c(=O)n2[C@@H]3C1
    9.0 | 0.1 | 0.4 | 2.7 | -8.3 | -6.4 | -3.6 | 3.3
O=C(Nc1cccc(-c2cccc(Cl)c2)c1)C1CCN(Cc2nccs2)CC1
    -3.0 | 0.1 | 0.0 | 2.0 | -16.6 | -42.4 | -2.6 | 3.2
O=C(CN1C(=O)NC2(CCCC2)C1=O)N1CCN(c2ccccc2O)CC1
    3.6 | 0.0 | -1.1 | -1.6 | -18.1 | -6.6 | 1.3 | .
CN1C(=O)C(C(=O)Nc2ccccc2F)c2ccccc21 (centres undefined)
    6.3 | 0.2 | -0.1 | -1.6 | 8.7 | -13.0 | -1.6 | .
CCOc1ccc(CCNS(=O)(=O)c2c(C)nc3scc(C)n3c2=O)cc1OCC
    -2.4 | 0.0 | . | 0.3 | 52.3* | -6.1 | 1.5 | 1.9
Cc1ccc(-c2nn(CCC#N)cc2C=C(C#N)C#N)cc1
    -3.9 | . | . | -0.2 | 4.1 | -13.1 | 0.5 | 2.3

2 entries picked at random from those above:
Under each structure: DENV2 CPE rescue | XiGFP reactiv | E-selectin induc | Casp6 inh | GSIS activator | RAD52 anneal inh | F508del corr | RAD54 branch
CC(C)NCc1cccc([N+](=O)[O-])c1
    -1.8 | 0.0 | . | -0.7 | 4.0 | -0.2 | -0.7 | .
CN1C(=O)C(C(=O)Nc2ccccc2F)c2ccccc21 (centres undefined)
    6.3 | 0.2 | -0.1 | -1.6 | 8.7 | -13.0 | -1.6 | .

An excerpt from above in order of molar mass, largest number first.
Under each structure: DENV2 CPE rescue | XiGFP reactiv | E-selectin induc | Casp6 inh | GSIS activator | RAD52 anneal inh | F508del corr | RAD54 branch
C[C@@H]1CN([C@H](C)CO)C(=O)Cc2cc(NS(=O)(=O)c3cn(C)cn3)ccc2O[C@H]1CN(C)CC1CC1
    ? | -0.5 | -0.1 | . | 4.2 | 6.4 | -1.4 | -5.6
COC(=O)C1=C[C@@H](C(=O)OC)[C@@H]2C3=C(C(=O)C2(C)C)[C@H](C)n2c(=O)n(-c4ccccc4)c(=O)n2[C@@H]3C1
    9.0 | 0.1 | 0.4 | 2.7 | -8.3 | -6.4 | -3.6 | 3.3
C/C=C/c1cnc2c(c1)C(=O)N([C@@H](C)CO)C[C@@H](C)[C@H](CN(C)C(=O)NCCC)O2
    -1.8 | -0.1 | -0.2 | 2.3 | 2.1 | 5.0 | -1.3 | 2.9
CC(CCC(=O)O)C1CCC2C3CCC4CC(O)CCC4(C)C3CC(O)C12C (centres undefined)
    7.3 | 0.3 | 0.2 | 3.3 | . | -8.7 | 1.6 | 5.3
O=C(NC[C@H]1N[C@H](CO)[C@H]1c1ccc(-c2ccccc2F)cc1)c1ccccn1
    -9.4 | 0.0 | 0.5 | -3.2 | 4.1 | -43.9 | -0.9 | -8.4
CC(C)NCc1cccc([N+](=O)[O-])c1
    -1.8 | 0.0 | . | -0.7 | 4.0 | -0.2 | -0.7 | .

(further entries)
Under each structure: DENV2 CPE rescue | XiGFP reactiv | E-selectin induc | Casp6 inh | GSIS activator | RAD52 anneal inh | F508del corr | RAD54 branch
COc1ccc(C2C(C(C)=O)=C(O)C(=O)N2c2ccc(F)cc2)cc1 (centres undefined)
    -1.1 | 0.1 | . | -0.6 | -32.0 | -9.7 | -1.6 | 5.8
O=C(OCC(=O)c1ccc(Cl)cc1Cl)c1cnccn1
    -0.3 | 0.0 | . | -1.2 | 3.0 | -5.9 | 0.7 | -6.5
C[C@H](NC(=O)C[C@H]1CC[C@H](NC(=O)C2CCC2)[C@H](CO)O1)c1ccccc1
    -10.1 | 0.2 | 0.4 | 2.4 | -2.9 | 0.1 | 0.2 | 2.8
O=C(N[C@H]1CC[C@@H](CC(=O)N2CCc3ccccc3C2)O[C@@H]1CO)C1CCOCC1
    -4.9 | 0.2 | -0.5 | . | 9.1 | . | -1.2 | 1.9
Cc1cccc(Oc2ccccc2NC(=O)C2=COCCO2)c1
    -5.8 | 0.1 | . | 0.7 | -1.0 | -4.3 | -2.7 | -24.3
CC(O)(c1ccc(F)c(F)c1)c1nc(/C=C/c2ccc(C(F)(F)F)cc2)cs1 (centres undefined)
    ? | 0.0 | -0.2 | -1.6 | 6.7 | 1.8 | -0.8 | -4.5
O=C(Nc1ccc2c(c1)OCO2)c1ccc(Cl)c(S(=O)(=O)N2CCOCC2)c1
    -7.1 | 0.0 | . | 5.2 | 6.8 | -7.6 | -1.5 | 0.2
CC1CCCCN1S(=O)(=O)c1ccc([N+](=O)[O-])cc1 (centres undefined)
    9.0 | 0.0 | 0.1 | -1.6 | -4.0 | -1.9 | -3.7 | 2.5
C#CCNC(=O)C1=C[C@H](c2ccc(Br)cc2)C[C@H](OCc2ccc(CO)cc2)O1
    0.1&-3.1 | 0.2 | 1.0 | 0.6&-1.7 | . | -46.0&13.9 | -0.2&2.6 | -10.2
CC(/C=N/NC(=O)CN1CCN(Cc2ccc(Cl)cc2)CC1)=C\c1ccco1
    4.6 | 0.0 | 0.2 | 7.7 | . | -11.0 | . | .
